Screening results as filed in PubChem BioAssay.
TDP43 rescue: qHTS of TDP-43 Inhibitors | TDP-43 expressing yeast growth rescue, BacTiter-Glo, 24 h | AID 652104, 2013 | Potency, µM (top dose mostly 46.1 µM), for inactives: at the highest dose growth rescue (activation), actives largely listed as activators | hit rate 1.8% among 410,000; also: % of control where 0% means no effect; nearly all actives have a fitted effect of over 50% in size
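In this qHTS, compounds that restore growth of yeast expressing TDP-43 appear as activators. Cells (OD600=0.02, galactose medium, raffinose-pregrown) are incubated with compound 24 hr at 30 deg C and growth is quantified by BacTiter-Glo.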
GLP1R inv ag: qHTS of GLP-1 Receptor Inverse Agonists (Inhibition Mode). Glucagon-like peptide 1 receptor (Homo sapiens), P43220. HEK293 GLP-1R CRE-luciferase, luminescence, 24 h; GLP-1R form is constitutively active. Potency, µM (titrated, usually from 38.3 µM), inactives show at the highest dose activity change, negative = inhibition, hits mostly inhibitors. hit rate 1.6% among 410,000; also: % is scaled to controls: 0 for no effect and ±100 for the full control effect; nearly all actives have a fitted effect of over 55% in size
Target sequence (P43220 whole entry, looked up): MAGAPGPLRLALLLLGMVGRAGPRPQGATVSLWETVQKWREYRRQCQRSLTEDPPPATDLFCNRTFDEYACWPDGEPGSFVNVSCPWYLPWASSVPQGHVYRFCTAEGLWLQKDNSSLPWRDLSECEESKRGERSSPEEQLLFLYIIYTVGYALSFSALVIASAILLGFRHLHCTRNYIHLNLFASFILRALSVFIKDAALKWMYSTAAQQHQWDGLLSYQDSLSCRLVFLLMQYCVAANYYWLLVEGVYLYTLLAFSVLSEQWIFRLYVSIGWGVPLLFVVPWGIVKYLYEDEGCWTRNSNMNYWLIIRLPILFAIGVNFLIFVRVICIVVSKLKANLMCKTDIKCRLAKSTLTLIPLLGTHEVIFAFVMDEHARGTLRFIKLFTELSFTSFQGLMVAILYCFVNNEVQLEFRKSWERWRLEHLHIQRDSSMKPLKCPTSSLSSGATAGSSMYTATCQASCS
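qHTS in 1536-well format: reporter HEK293 cells expressing constitutive GLP-1R activity in DMEM + 10% Nu serum, 24 hr with compounds at 37 deg C, luminescence read after 12 min with detection reagent.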
HT1080 IDH1KD tx: qHTS for induction of synthetic lethality in tumor cells producing 2HG: qHTS for the HT-1080-IDH1KD cell line. HT-1080 IDH1 knockdown viability, ATP luminescence, 48 h. Potency, µM (top dose mostly 46.1 µM), inactives show at the highest dose activity, negative = toxicity, usual class: cytotoxic. hit rate 2% among 360,000;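 also: 0% = DMSO wells and -100% = cell-free medium wells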
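Luminescent ATP read-out (CellTiter-Glo, 10 min at room temperature) after 48 h compound exposure at 37 °C gave viability of IDH1-knockdown HT-1080 cells. Activity was normalised to DMSO and cell-free wells, then fitted as concentration-response curves.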
SW480 rerep: A quantitative high throughput screen for small molecules that induce DNA re-replication in SW480 colon adenocarcinoma cells; SW480 DNA re-replication, Hoechst DNA content imaging, 48 h; Potency, µM (series often up to 46.1 µM), for the others: top-dose re-replication activation, most hits filed as activators; hit rate 1.8% among 340,000; AID 624297, 2012; also: % of control where 0% means no effect; nearly all actives have a fitted effect of over 55% in size
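First, 250 cells per well were seeded. Next, compound or vehicle (23 nL) was pinned in, plates sat 48 hr at 37 C. Finally Hoechst was added for 40 min before fluorescence scanning.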
HT1080-NT tox: qHTS for induction of synthetic lethality in tumor cells producing 2HG: qHTS for the HT-1080-NT fibrosarcoma cell line | HT-1080-NT fibrosarcoma viability, CellTiter-Glo ATP luminescence, 48 h | hit rate 1.6% among 360,000 | Potency, µM (highest dose often 46.1 µM), for inactives: at the highest dose activity, negative = less viability, most hits filed as cytotoxic;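 also: NT is the 2HG producing partner of a matched IDH1 knockdown line; 0% = DMSO-treated cells and -100% = media-only wells without cells; nearly all actives have a fitted effect of over 55% in size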
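Luminescent CellTiter-Glo readout after 48 hours of compound exposure at 37 degrees C defined viability of HT-1080-NT cells. Activity was normalized to DMSO wells and cell-free media wells; concentration-response curves were fitted and assigned curve classes.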
GLP-1R agonist: qHTS of GLP-1 Receptor Agonists | hit rate 0.007% among 380,000 | HEK293 GLP-1R CRE-luciferase, luminescence, 4-6 h; cells express a hypersensitive GLP-1R form | Potency, µM (top dose mostly 45.6 µM), for the others: top-dose activation, most hits filed as activators | AID 624172, 2012; also: % of control where 0% means no effect
KB-3-1 tox: qHTS assay for MDR1-selective chemotherapeutics: Primary screen using the parental adenocarcinoma cell KB-3-1. KB-3-1 viability, CellTiter-Glo ATP luminescence, 72 h. Potency, µM (highest dose often 46.1 µM), without a hit: top-dose activity change, negative = cytotoxic, usual class: cytotoxic. hit rate 1.4% among 400,000. AID 1347075, 2019; also: % is scaled to controls: 0 for no effect and ±100 for the full control effect; nearly all actives have a fitted effect of over 60% in size
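KB-3-1 cells, DMEM (no phenol red) + 10% FBS; compound by pin transfer, 72 h, 37 °C. Readout: CellTiter-Glo luminescence after 10 min. Data normalized, curve-fitted.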
GLP1R cytotox: qHTS of GLP-1 Receptor Inverse Agonists: Cytotox Screen | hit rate 0.13% among 410,000 | Potency, µM (top dose mostly 38.3 µM), for the others: at the top dose activity change, negative = inhibition, actives largely listed as inhibitors | AID 624418, 2012 | HEK293 cAMP-luciferase reporter cells, luminescence, 24 h;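 also: loss of luciferase light is scored as toxicity; % is scaled to controls: 0 for no effect and ±100 for the full control effect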
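Luminescence readout: signal drop marks cytotoxicity. Plated cells grew 12 h at 37 °C, 5% CO2, received 23 nL compound for 24 h, then got luciferase reagent, read after 12 min at RT.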
KB-V1 cytotox: qHTS assay for MDR1-selective chemotherapeutics: Primary screen using the drug-selected MDR subline cells KB-V1. KB-V1 MDR cells viability, CellTiter-Glo, 72 h. Potency, µM (highest dose often 46.1 µM), inactives show at the highest dose activity change, negative = cytotoxicity, usual class: cytotoxic. hit rate 3.4% among 400,000. AID 1347076, 2019; also: % is scaled to controls: 0 for no effect and ±100 for the full control effect; nearly all actives have a fitted effect of over 60% in size
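Compound-treated KB-V1 multidrug-resistant cells, 72 h, 37 degrees C; viability by CellTiter-Glo. Fitted qHTS curves give the values.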
* hit, by the source's call; ? = inconclusive; · = no result given; [ ] = dose if it differs, or a comment. Calls follow the shape of the dose curve; as a rule, active = well fitted curve in the direction sought with a large enough effect; inconclusive = small, poorly fitted or top-dose-only effect, or another doubt; inactive = no such curve, though single readings can be large; an effect the other way counts as inactive or inconclusive. Potency is read from the fitted curve at half-maximal effect.

Sequence of screens – GLP-1R agonist	KB-3-1 tox	HT1080-NT tox	SW480 rerep	GLP1R cytotox	TDP43 rescue	KB-V1 cytotox	HT1080 IDH1KD tx	GLP1R inv ag
CCCC(=O)c1cc(F)c(N2CCN(CCC#N)CC2)cc1C
    1%	2%	-7%	-3%	-2%	2%	8%	1%	-13%
O=C(C[C@H]1C[C@H](C(=O)N2CCOCC2)[C@@]2(CCC3CCCC3)c3[nH]c4ccc(Cl)cc4c3CCN2C1=O)NCCN1CCOCC1
    9%	0%	8%	-1%	3%	8%	0%	7%	4%
O=C(Nc1ccccc1)c1cc([N+](=O)[O-])ccc1Cl
    4%	0%	-6%	-10%	5%	21%	0%	-20%	12%
COCCOC(=O)N/C=C\c1nc2ccccc2c(=O)[nH]1
    16%	?	?	16µM*	-11%	-9%	0%	?	25%
COC(=O)c1ccc2c(c1)C(=O)N(C1CCCCC1)C2=O
    1%	2%	7%	-9%	-4%	7%	-16%	0%[9.24 µM]	14%
Fc1ccccc1NC(=S)NCc1ccc(Cl)cc1
    0%	4%	-7%	6%	?	11µM*	-16%	-7%	?
COCC(C)n1c(SCC(=O)N2CC(=O)Nc3ccccc32)nc2ccccc2c1=O (stereo not drawn)
    -5%	-13%	-15%	-3%	1%	-9%	6%	-5%	26%
CC/C(=N\Nc1ccc([N+](=O)[O-])cc1[N+](=O)[O-])c1ccc(O)cc1
    -5%	-4%	?	3%	10%	3%	11%	-10%	-22%
Fc1cccc(Cc2c(-c3cccc(Cl)c3)nc3ccc(Cl)cn23)c1
    7%	-28%	-28%	·	-19%	?	-17%	-24%	?
Cc1ccc(-n2ncc(Cl)c2C(=O)NC2CC2)cc1
    13%	6%	-1%	0%	-3%	1%	-4%	1%	?

Entries of single compounds, quoted from the list.
COCCOC(=O)N/C=C\c1nc2ccccc2c(=O)[nH]1 is listed as GLP-1R agonist = 16%; KB-3-1 tox = ?; HT1080-NT tox = ?; SW480 rerep = 16µM*; GLP1R cytotox = -11%; TDP43 rescue = -9%; KB-V1 cytotox = 0%; HT1080 IDH1KD tx = ?; GLP1R inv ag = 25%
CCCC(=O)c1cc(F)c(N2CCN(CCC#N)CC2)cc1C is listed as GLP-1R agonist = 1%; KB-3-1 tox = 2%; HT1080-NT tox = -7%; SW480 rerep = -3%; GLP1R cytotox = -2%; TDP43 rescue = 2%; KB-V1 cytotox = 8%; HT1080 IDH1KD tx = 1%; GLP1R inv ag = -13%

Additional results.
Sequence of screens – GLP-1R agonist	KB-3-1 tox	HT1080-NT tox	SW480 rerep	GLP1R cytotox	TDP43 rescue	KB-V1 cytotox	HT1080 IDH1KD tx	GLP1R inv ag
CCN(CC)S(=O)(=O)c1ccc2[nH]c(=O)cc(C(=O)NCC3CCCO3)c2c1 (stereo not drawn)
    11%	-1%	2%	?	-13%	-11%	0%	1%	43%[activator]
COc1c2ccoc2c(OC)c2oc(=O)ccc12
    18%	0%	1%	-3%	-4%	?	?	4%	11%
Cc1ccc(S(=O)(=O)N2C[C@H]3[C@H]4C(=O)N(Cc5ccccc5)C(=O)[C@H]4CC(=O)[C@H]3[C@@H]2c2ccccc2Cl)cc1
    -4%	0%	29%	·	1%	25%	29%	4%	-8%
O=C(Nc1ccc2c(c1)OCO2)C1CCN(S(=O)(=O)c2cccs2)CC1
    -1%	2%	?	7%	?	-4%	11%	-1%	0%
CCC(C)CCN1CCN=C1Nc1ccccc1 (stereo not drawn)
    -6%	15%	0%	-17%	11%	-6%	0%	0%	-24%
COc1ccc(CNC(=O)c2sc(=S)n(-c3ccc(OC)cc3)c2N)cc1
    -10%	3%	4%	-15%	11%	-18%	-29%	-6%	6%
O=C(NCCN1CCN(c2ccccc2)CC1)c1ccccc1F
    11%	13%	17%	2%	-1%	-16%	-9%	6%	9%
COc1cc(CC(=O)N(CC(C)C)C2CCS(=O)(=O)C2)cc(OC)c1OC (stereo not drawn)
    -3%	·	7%	-1%	-1%	10%	·	-2%	14%
O=C(O)c1ccc(S(=O)(=O)N2CCCCCC2)cc1
    -1%	-1%	19%	-16%	3%	-3%	4%	19%	17%
CCc1cccc(C)c1NC(=O)CSc1nc2ccccc2nc1N1CCOCC1
    ·	-28%	·	·	4%	-5%	3%	·	?
N/C(=N\OC(=O)CSc1ccccc1)c1ccccn1
    3%	21%	0%	1%	14%	-6%	15%	-2%	9%
COc1ccc(C(NC(=O)C2CCN(CCOc3ccccc3)CC2)c2ccccn2)cc1 (stereo not drawn)
    -5%	0%	-4%	·	-6%	11%	0%	2%	-8%
O=C(O)CCc1nn2c3ccccc3n(CCO)c2nc1=O
    -1%	22%	25%	22%	-2%	-22%	3%	21%	14%
CCN(CC)c1ccc(NC(=O)CN2CCN(S(=O)(=O)c3ccc(C(C)C)cc3)CC2)cc1
    ·	-11%	·	·	8%	22%	-1%	·	?
O=C1c2nc3cc(-c4ccco4)[nH]n3c(=O)c2CN1C1CCCCC1
    -1%	3%	3%	-3%	5%	-9%	18%	-1%	19%
Cc1ccccc1OCC(O)CNC1CCC(NCC(O)COc2ccccc2C)CC1 (stereo not drawn)
    -10%	3.3µM*	2.9µM*	4.1µM*	?	-7%	18µM*	2.3µM*	1.3µM*
Cc1c(C)c2ccc(OC(C)C(=O)N3CC[C@@]4(O)CCCC[C@H]4C3)cc2oc1=O (stereo partly drawn)
    11%	0%	-4%	-4%	0%	20%	12%	3%	26%
CSc1ccc(NC(=O)C2(C)CCN2C(=O)Cc2ccc(C(C)(C)C)cc2)cc1 (stereo not drawn)
    -1%	?	?	·	1%	15%	16µM*	?	?
COc1ccc(-c2ccc(CNc3ccc4[nH]c(=O)[nH]c4c3)o2)cc1Cl
    ·	-3%	·	·	?	-22%	-24%	·	?
O=C1CCC(/C=C/c2ccccc2)=NN1Cc1ccc(Cl)c(Cl)c1
    7%	1%	1%	-8%	10%	?	0%	0%	0%
COc1cccc(C2C(C(=O)c3ccco3)=C(O)C(=O)N2CCN(C)C)c1OC (stereo not drawn)
    0%	5%	-4%	-2%	-2%	8%	10%	-3%	11%
COc1ccc2[nH]c(C(=O)O)c(CCN3C(=O)c4ccc(C(=O)O)cc4C3=O)c2c1
    -3%	14%	19%	-6%	7%	6%	21%	22%	21%
Cc1ccc(C(=O)N/N=C\c2ccc([N+](=O)[O-])s2)cn1
    -5%	?	2%	?	-21%	21%	?	8%	20%
CCOC(=O)/C=C1\CN(CCC(C)C)S(=O)(=O)c2ccccc21
    16%	0%	9%	?	7%	?	12%	8%	-20%
Cc1cccc2cc(CN(CC3CCCO3)S(=O)(=O)c3ccccc3)c(=O)[nH]c12 (stereo not drawn)
    7%	1%	-2%	-7%	-12%	10%	?	-4%	?
CCN(CCN1CCCC1)C(=O)c1cc(COc2ccccc2SC)on1
    16%	-8%	-6%	?	247%[activator]	-8%	-5%	-3%	?
CCCC(C)NS(=O)(=O)c1ccc(OC)c(C)c1 (stereo not drawn)
    -5%	11%	?	-9%	5%	-11%	6%	11%	3%
COc1cc(/C=N/NC(=O)c2ccc(CSc3nc4ccccc4[nH]3)cc2)ccc1O
    29%	2%	-18%	2%	-17%	15%	0%	-17%	57%[activator]
CC(Sc1ccc([N+](=O)[O-])cn1)C(=O)Nc1nccs1 (stereo not drawn)
    3%	-1%	-7%	?	-1%	-18%	0%	-6%	13%
CCOc1ccc(N=Nc2c(C)[nH]n(-c3ccccc3)c2=O)cc1
    -1%	4%	4%	3%	-19%	-2%	0%	1%	0%
CC(Sc1nnc(-c2ccco2)o1)C(=O)NCCC1=CCCCC1 (stereo not drawn)
    1%	1%	12%	-1%	0%[0.307 µM]	-10%	-6%	22%	3%[0.307 µM]
CC(Oc1ccccc1)C(=O)OCC(=O)Nc1ccc2c(c1)OCO2 (stereo not drawn)
    11%	8%	5%	-8%	0%	-1%	23%	3%	-12%
CC(C)(C)n1nnnc1C(c1cccs1)N(Cc1ccccc1)Cc1cccnc1 (stereo not drawn)
    9%	?	8%	-2%[9.22 µM]	1%	-14%	?	7%	8%
CSc1ccccc1C(=O)NCCSC(C)(C)C
    -2%	5%	3%	-2%	4%	23%	2%	1%	6%
CCOC(=O)C(CC)Sc1ncnc2c1nnn2-c1ccc(F)cc1 (stereo not drawn)
    -3%	-28%	17%	-2%	3%	3%	-3%	5%	?
CN(C)c1ccc(CNC(=O)c2ccc(Cn3c(SCc4ccccc4)nc4cccnc43)cc2)cc1
    ·	-11%	·	·	2%	?	2%	·	-8%
COc1ccccc1-c1ccc2c(c1)O[C@@H](CN(C)C(=O)Nc1cccc(F)c1)[C@H](C)CN([C@H](C)CO)S2(=O)=O
    8%	-1%	-15%	·	-15%	0%	18%	-8%	-22%
O=c1[nH]c(Cc2ccccc2)nc2c1oc1ccccc12
    -1%	-2%	10%[9.24 µM]	0%	-7%	-14%	-12%	-2%	6%
COc1cccc(C(=O)O[C@@H]2[C@H](Cc3ccccc3)NS(=O)(=O)[C@H]3C[C@@H]4C=C[C@]23O4)c1
    -2%	-4%	6%	-12%	-37%	17%	-4%	9%	-7%
O=C(NCc1ccco1)c1ccc2sc([C@@H]3O[C@H](CO)[C@@H](O)[C@H]3O)nc2c1
    0%	0%	9%	·	4%	10%	12%	0%	-15%
